Compound activity: PubChem BioAssay, several laboratories
STEP inh – STEP (human) phosphatase inhibition; hit rate 0.25% among 360,000; recombinant STEP, OMFP fluorogenic substrate, fluorescence; inhibition, % at 20 µM;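 active = inhibition at 20 µM, scaled per plate between control wells, above about 37%, limit read from the data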;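 also: 0% = DMSO with enzyme and substrate and 100% = substrate only without enzyme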
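Test system: STEP tyrosine phosphatase / Reagent: OMFP at 25 µM / Doses: 20 µM, 1% DMSO / Read-out: percent inhibition scaled to no-enzyme and uninhibited-enzyme controls, plate-pattern corrected / Detection: FITC-channel fluorescence of OMFP product / Medium: Bis-Tris buffer pH 6.0, 2.5 mM DTT, 0.005% Tween 20 / Schedule: 20 min at room temperature, dark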
SUMO1 PPI mod – alters human SUMO1 binding to SIM partners. P63165. AID 602429. hit rate 0.33% among 360,000. inhibition, % at 20 µM. SUMO1 binding to a labelled peptide, TR-FRET, 1 h; in the data active = inhibition above about 37%
Target sequence (P63165 whole entry, looked up): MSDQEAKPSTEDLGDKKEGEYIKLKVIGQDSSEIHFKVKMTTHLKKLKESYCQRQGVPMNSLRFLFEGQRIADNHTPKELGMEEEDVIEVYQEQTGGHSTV
Tb MetRS inh – blocks T. brucei methionyl-tRNA synthetase activity | hit rate 0.4% among 360,000 | purified T. brucei MetRS, ATP depletion, Kinase-Glo luminescence | AID 624268 | inhibition, % at 11.9 µM;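 active = inhibition above a per-plate cutoff of the control wells' mean inhibition plus 3 SD, cut at about 5.5% in these data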;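 also: 0% = DMSO wells median and 100% = median of wells with control inhibitor compound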
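Measured by: Kinase-Glo luciferase luminescence reporting remaining unconsumed ATP. Material: purified T. brucei MetRS enzyme. Doses: 11.9 µM compound single dose, 0.9% DMSO. Medium: HEPES buffer containing pyrophosphatase, BSA, spermine, DTT. Times: 15 min preincubation, 2 h reaction, all 25 °C. Reagent: methionine, ATP and bulk E. coli tRNA.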
Scp1 inh – Scp-1 (human) phosphatase inhibition; AID 493091; Recombinant Scp1, phosphopeptide, malachite green phosphate absorbance; hit rate 0.88% among 340,000; Q9GZU7; inhibition, % at 20 µM;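 active = inhibition above about 50% at 20 µM, limit read from the data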;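 also: plate controls were DMSO wells with enzyme for no effect and wells lacking enzyme for full effect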
Target sequence (Q9GZU7 76-261 limits assumed): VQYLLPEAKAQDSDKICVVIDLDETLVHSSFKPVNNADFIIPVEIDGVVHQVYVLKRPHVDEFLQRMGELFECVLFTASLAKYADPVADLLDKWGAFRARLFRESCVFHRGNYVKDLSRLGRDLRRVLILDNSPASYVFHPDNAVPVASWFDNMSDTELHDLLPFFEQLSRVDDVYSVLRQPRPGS
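Times: enzyme reaction 45 min at room temperature, colour 5 min, stabilisation 30 min. Material: SCP-1 catalytic fragment, aa 76-261. Medium: Acidic Tris acetate buffer with magnesium and detergent. Signal: colorimetric free-phosphate detection, absorbance 630 nm. Read-out basis: % inhibition of SCP-1 phosphate liberation. Reagent: Phosphorylated 17-residue peptide substrate.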
CendR NRP1 mod – modulators of CendR peptide binding to human neuropilin-1; FAM-RPARPAR peptide binding to NRP-1, fluorescence polarization; O14786; inhibition, % at 25 µM; hit rate 0.85% among 360,000;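 active = inhibition or corrected inhibition above about 18%, plus a signal ratio from 0.5 to 1.5, limit read from the data, passing the limit was not always enough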; also: strong numbers were not always called active
MsrA inh – bovine MsrA inhibition; hit rate 0.75% among 360,000; inhibition, % at 15.5 µM; purified bovine MsrA, absorbance read-out; AID 651718; in the data active = inhibition above about 4.5%;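 also: 0% = vehicle wells with enzyme and 100% = reference inhibitor wells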
DNMT1 block – blocks human DNA methyltransferase DNMT1; P26358; DNMT1 molecular beacon, Hinp1I cleavage, fluorescence; inhibition (reported as % activation of signal), % at 10 µM; hit rate 0.83% among 360,000; AID 588458; in the data active = inhibition above about 50%
LMPTP inh – LMPTP (human) inhibition | P24666 | inhibition, % at 20 µM | recombinant LMPTP-A, OMFP fluorogenic substrate, fluorescence intensity | hit rate 0.22% among 360,000 | AID 651560;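 active = compounds that cut the enzyme signal by at least half of the control window in the single-dose screen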;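 also: plate controls were DMSO wells with enzyme plus substrate for no effect and substrate without enzyme for full effect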
Target sequence (P24666 whole entry, looked up): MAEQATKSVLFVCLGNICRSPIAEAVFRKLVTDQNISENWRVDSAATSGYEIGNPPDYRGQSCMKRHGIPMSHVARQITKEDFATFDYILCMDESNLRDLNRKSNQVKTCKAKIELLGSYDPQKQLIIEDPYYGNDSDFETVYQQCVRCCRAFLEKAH
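test system = LMPTP-A | amount = 0.625 nM LMPTP-A final | reagent = fluorogenic phosphatase substrate OMFP at 400 µM final | incubation = 50 min at room temperature | benchmarks = no-enzyme low control, uninhibited high control | medium = Bis-Tris pH 6.0, DTT, detergent | signal = fluorescence intensity of OMFP turnover product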
E coli Lon inh – E. coli protease La inhibition; AID 602123; purified E. coli Lon protease, fluorescence polarization; hit rate 0.42% among 360,000; inhibition, % at 7.94 µM; P0A9M0; in the data active = inhibition above about 13%, passing the limit was not always enough;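 also: 0% = enzyme with probe and DMSO and 100% = no enzyme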
bovine MsrA act – bovine methionine sulfoxide reductase A activation; purified bovine MsrA, absorbance read-out; activation, % at 10.6 µM; hit rate 0.3% among 360,000; AID 602163; in the data active = activation above about 7.5%;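 also: 0% = vehicle and 100% = reference activator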
* hit, by the source's call; . = not tested or not shown; & = joins results of further samples.

SMILES	STEP inh	Scp1 inh	MsrA inh	E coli Lon inh	CendR NRP1 mod	LMPTP inh	SUMO1 PPI mod	bovine MsrA act	Tb MetRS inh	DNMT1 block
Fc1ccc(C2=CC(c3ccco3)n3ncnc3N2)cc1 (stereo not drawn)	-7	-7	.	79*	38*	-0.7	-12	-2	-0.2	13
COc1ccc(C(CC(=O)c2ccc(C)cc2)C(C#N)C#N)cc1OC (stereo not drawn)	0	-8	1.0	-21	-3	0.5	5	-1	-0.5	-7
CCOC(=O)c1cc(-c2ccccc2)sc1NC(=O)COC	1	-12	-1.2	-9	5	0.2	-3	3	-0.4	-2
COC(=O)c1c(C)nn(-c2ccccc2)c1-n1cccc1	0	0	1.9	-9	8	-1.5	-1	-3	-0.4	-4
O=C(COC(=O)[C@@H]1CCCN1S(=O)(=O)c1ccccc1F)Nc1ccc(OC(F)F)cc1	-1	-8	0.3	-2	7	1.7	3	-1	0.3	-3
C[C@@H]1CN([C@H](C)CO)C(=O)c2cc(NC(=O)NC3CCCCC3)ccc2O[C@H]1CN(C)S(C)(=O)=O	-3	-8	1.0	0	12	-1.1	-5	-2	0.3	2
O=[N+]([O-])c1ccc(SCCc2ccncc2)cc1	2&1	-27&-4	2.0&1.8	-5&0	-4&11	-0.2&0.5	-33&-32	1&2	0.6&2.5	-2&-3
O=[N+]([O-])c1ccc(/C=N/Nc2nc(N3CCCCC3)nc(N3CCCCC3)n2)o1	2	5	1.2	-13	-21	1.0	-21	0	0.3	-7
Cc1ccccc1NC(=O)C(=O)NNC(=O)COc1ccc2ccccc2c1	23	52*	-0.7	-4	-3	4.4	7	-4	-0.1	5
O=C(C1CCCN(S(=O)(=O)c2cccc3nsnc23)C1)N1CC=C(c2ccccc2)CC1 (stereo not drawn)	3	-6	-0.6	11	-2	3.9	-21	-1	0.1	-8

E coli Lon inh, hit marks shown above.
SMILES	STEP inh	Scp1 inh	MsrA inh	E coli Lon inh	CendR NRP1 mod	LMPTP inh	SUMO1 PPI mod	bovine MsrA act	Tb MetRS inh	DNMT1 block
Fc1ccc(C2=CC(c3ccco3)n3ncnc3N2)cc1 (stereo not drawn)	-7	-7	.	79*	38*	-0.7	-12	-2	-0.2	13

Further results.
SMILES	STEP inh	Scp1 inh	MsrA inh	E coli Lon inh	CendR NRP1 mod	LMPTP inh	SUMO1 PPI mod	bovine MsrA act	Tb MetRS inh	DNMT1 block
O=c1c2ccccc2nc(/C=C/c2c[nH]c3ccccc23)n1-c1ccc([N+](=O)[O-])cc1	3	9	2.0	2	-5	0.7	-1	-8	0.0	6
COc1ccc(Br)cc1/C=N/NC(=O)c1ccco1	0	-7	2.3	-2	20	-0.9	-8	-2	0.6	1
COc1ccc(C)cc1NC(=O)CC(NC(C)=O)c1ccccc1 (stereo not drawn)	1	-12	-0.6	1	-3	-0.4	1	-2	-0.9	-3
CCc1c(C(C)S(=O)(=O)c2ccccc2)[nH]c(=O)n1CC (stereo not drawn)	-1	3	0.2	5	5	-0.1	-2	-3	0.2	-1
CC1CCN(S(=O)(=O)c2ccc(S(=O)(=O)N3CCCC3)cc2)CC1	-3	-10	-0.2	-6	-13	-1.2	1	-1	-0.3	5
COc1ccc(S(=O)(=O)N(C)C[C@H]2OCCCC[C@H](C)Oc3ccc(N(C)C)cc3C(=O)N([C@H](C)CO)C[C@@H]2C)cc1	3	.	1.2	3	-9	-2.0	3	4	0.1	1
Cc1ccccc1OCCOC(=O)c1ccc(S(=O)(=O)N2CCCC2)cc1	3	-9	-0.6	-2	3	4.7	7	-10	-0.6	6
Cc1ccccc1NC(=S)N(CCN(C)C)C(C)c1ccccn1 (stereo not drawn)	4	-14	-0.2	3	-6	-7.4	1	-1	-0.4	-2
Cc1cccc(N2C(=O)CC(N3CCN(Cc4ccc(Cl)cc4)CC3)C2=O)c1 (stereo not drawn)	4	-2	2.1	-13	4	-0.7	1	-7	-0.8	-4
CC(NC(=O)COC(=O)C12CC3CC(CC(Br)(C3)C1)C2)c1ccccc1 (stereo not drawn)	0	-10	-0.6	26*	10	1.2	0	3	-0.1	-2

Single entries from the entries so far:
C[C@@H]1CN([C@H](C)CO)C(=O)c2cc(NC(=O)NC3CCCCC3)ccc2O[C@H]1CN(C)S(C)(=O)=O in Scp1 inh is entered as -8
CC1CCN(S(=O)(=O)c2ccc(S(=O)(=O)N3CCCC3)cc2)CC1 in STEP inh is entered as -3
COc1ccc(C)cc1NC(=O)CC(NC(C)=O)c1ccccc1 (stereo not drawn) in SUMO1 PPI mod is entered as 1

(more compounds)
SMILES	STEP inh	Scp1 inh	MsrA inh	E coli Lon inh	CendR NRP1 mod	LMPTP inh	SUMO1 PPI mod	bovine MsrA act	Tb MetRS inh	DNMT1 block
COc1ccc(CC(=O)OCC(=O)NC(=O)Nc2ccccc2F)cc1	-4	-6	1.0	-5	5	-0.2	6	-2	0.0	-1
Cc1ccc(-c2cn3cccc(C)c3n2)cc1	1	6	-0.2	4	7	0.7	0	-8	-1.7	1
O=P(c1ccc2c(c1)OCCO2)(N1CCOCC1)N1CCOCC1	-1	-4	0.7	15	2	-0.3	-2	0	-0.5	0
COc1ccc(CC(=S)N2CCOCC2)cc1OC	-3	-6	1.5	4	0	-1.4	4	0	-0.1	1
COc1ccc(O)c(-c2cc(-c3ccc(F)cc3)n[nH]2)c1	-4	-2	-0.6	-2	-7	2.1	-7	0	-0.9	-2
COc1ccc(-c2cc3nc(-c4ccccc4)cc(N4CCC5(CC4)OCCO5)n3n2)cc1	1	15	-0.8	1	-9	3.4	7	-8	-0.4	-17
O=C(NCCCNC(=O)c1ccc(Cl)cc1Cl)c1ccccn1	0	-5	-0.7	1	2	-0.7	0	-1	-0.4	0
FC(F)(F)c1ccc(-c2n[nH]c(=S)o2)nc1	-1	-10	1.9	1	6	-1.3	-4	-3	-0.2	-1
Cc1oc(-c2ccccc2F)nc1CS(=O)(=O)CC(=O)NC1CCCC(C)C1C (stereo not drawn)	-4	-7	-1.6	-4	-5	0.8	-4	-4	0.0	2
CCN(CC)S(=O)(=O)c1cccc(C(=O)N[C@H](C(=O)NNC(=O)c2ccccc2)C(C)C)c1	-1	-4	-0.1	-15	0	-0.3	-3	-2	-0.8	-1

2 entries from above, with values under each structure.
Values run as follows: STEP inh	Scp1 inh	MsrA inh	E coli Lon inh	CendR NRP1 mod	LMPTP inh	SUMO1 PPI mod	bovine MsrA act	Tb MetRS inh	DNMT1 block
- O=C(COC(=O)[C@@H]1CCCN1S(=O)(=O)c1ccccc1F)Nc1ccc(OC(F)F)cc1
→ -1	-8	0.3	-2	7	1.7	3	-1	0.3	-3
- CCc1c(C(C)S(=O)(=O)c2ccccc2)[nH]c(=O)n1CC (stereo not drawn)
→ -1	3	0.2	5	5	-0.1	-2	-3	0.2	-1

(listing goes on)
SMILES	STEP inh	Scp1 inh	MsrA inh	E coli Lon inh	CendR NRP1 mod	LMPTP inh	SUMO1 PPI mod	bovine MsrA act	Tb MetRS inh	DNMT1 block
CCc1cc(=O)oc2c3c(cc(OCC(=O)Nc4cccnc4)c12)OC(C)(C)CC3	0	7	-0.5	0	-5	2.1	6	-2	0.6	0
CCCCCOC(=O)C1=C(C)NC(=O)NC1c1ccccc1OCC (stereo not drawn)	-1	-8	0.3	-53	3	0.7	-1	0	-0.4	-4
Nc1ccn([C@@H]2O[C@H](C(=O)Nc3cc(C(F)(F)F)cc(C(F)(F)F)c3)[C@@H](O)[C@H]2O)c(=O)n1	0	.	1.3	-8	10	-0.6	4	-2	-0.4	1
Cc1cccc(C(=O)Nc2sc3c(c2C#N)CCCCC3)c1	5	-1	-0.1	-12	-2	0.6	-3	-7	-0.3	7
O=C(COC(=O)C1CC2CCCC(C1)C2=O)Nc1nc(-c2ccc(F)c(F)c2)cs1 (stereo not drawn)	0	-3	0.5	-5	8	1.3	-2	-5	-0.4	-2
COC(=O)c1sc(S(=O)(=O)NCC(=O)O)c(C(=O)OC)c1C	-1	-10	0.8	-9	4	-1.9	2	-2	-0.6	0
CC(C)n1cc(CN2CCC(n3nccc3NC(=O)CCCc3ccccc3)CC2)cn1	0	-15	0.2	9	-8	-0.8	4	-4	-0.3	0
CCOC(=O)C1CCN(C(=O)CSc2ccccc2)CC1	-2	-3	-0.5	0	-2	-1.1	-1	0	0.4	-3
CC1CCCC/C1=N\NC(=S)Nc1cccnc1 (stereo not drawn)	-2	-5	0.2	5	8	0.0	-1	0	0.2	0
CC(C)NC(=O)NC(=O)COC(=O)Cc1ccsc1	-2	3	-0.5	-8	3	-1.3	0	-4	0.3	4
CSc1ccc(C(=O)N2CCc3ccc(NC(=O)c4ccccn4)cc3C2)cc1	2	-1	-1.1	0	4	1.4	1	-3	-0.5	-3
O=C(NCCNc1ccc(Cl)cc1[N+](=O)[O-])c1cccnc1	2	-3	-0.9	-5	11	0.5	-34	-6	-0.2	0
Cc1ccccc1-c1nc(CS(=O)(=O)CC(=O)NCCCN2CCOCC2)c(C)o1	0	-3	-1.4	-14	4	-0.7	0	1	0.8	-1
CC(C)(C)NC(=O)C(c1cc2ccccc2o1)n1c(-c2ccc(-c3ccccc3)cc2)nc2ccccc21 (stereo not drawn)	.	.	3.9	.	0	16	1	.	-0.2	.
Cc1ccc(-n2nc3c(=O)n(CCCC(=O)NCc4cccc(Cl)c4)nc(C)c3c2C)cc1	1	-7	0.6	-11	9	0.6	8	-2	-0.1	-3
COc1ccccc1-n1c(SCC(=O)NC(C)(C)C)nc(O)cc1=O	0	3	-0.2	6	6	0.5	4	-3	0.0	6
COc1cccc2oc3ccc(C#Cc4ccccn4)cc3c(=O)c12	-1	0	0.7	-15	-6	0.9	25	-2	-0.5	4
